# From PubChem
# OX1R antag-1 – OX1R (HCRTR1) antagonists, primary screen, fluorescence, CHO/OX1R cells, Fluo-8 calcium, orexin A | Orexin/Hypocretin receptor type 1 (Homo sapiens), O43613 | Fluo-8 calcium fluorescence | inhibition, % at 5 µM | 0.43% of 330,000 active | AID 434989, 2010;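 active means inhibition above its plate's threshold, mean inhibition of all tested compounds on the plate plus 3 SD, cut at about 37% in these data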;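 further: 0% = orexin A challenge wells and 100% = SB-334867-A antagonist wells; not every result past the cut was called active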
# Target sequence (O43613 whole entry, looked up): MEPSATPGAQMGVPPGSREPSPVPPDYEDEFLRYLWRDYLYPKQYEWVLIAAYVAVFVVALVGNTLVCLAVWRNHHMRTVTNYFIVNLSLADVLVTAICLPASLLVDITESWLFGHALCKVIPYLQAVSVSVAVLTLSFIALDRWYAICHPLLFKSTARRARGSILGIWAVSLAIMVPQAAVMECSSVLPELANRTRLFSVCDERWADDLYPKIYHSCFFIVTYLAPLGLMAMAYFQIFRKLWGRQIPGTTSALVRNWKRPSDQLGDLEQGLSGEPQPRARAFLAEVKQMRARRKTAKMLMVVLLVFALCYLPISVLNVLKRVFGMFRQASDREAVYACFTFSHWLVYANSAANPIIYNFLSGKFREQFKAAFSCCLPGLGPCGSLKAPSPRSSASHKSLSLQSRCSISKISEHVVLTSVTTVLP
# OX1R antag-2 – antagonists of human orexin 1 receptor (OX1R). Orexin/Hypocretin receptor type 1 (Homo sapiens), O43613. OX1R-expressing cells, FRET antagonist read-out. inhibition, % at 6.6 µM. 1.8% of 330,000 active. AID 485270, 2010; in the data active means inhibition mostly above about 38%, no sharp cut-off; inactive means mostly below about 40%;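 further: 0% = agonist challenge alone and 100% = reference antagonist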
# Starred values were filed as active, the others as inactive.
SMILES,OX1R antag-1,OX1R antag-2
CCOC(=O)c1ccc(N2C(=O)CC(Nc3ccc(O)cc3)C2=O)cc1 (centres undefined),3.6,5.5
CCCNC(=O)C(Cc1ccc(Cl)cc1)NC(=O)c1ccc(-c2ccccc2)cc1 (centres undefined),-37.9,1.2
Brc1ccc(-c2cn3nc4c(nc3n2)CCCC4)cc1,-26.0,22.9
CN(C)c1ccc(/C=N/NC(=O)c2ccc3nc[nH]c3c2)cc1,3.0,12.2
CCOC(=O)CSc1nnc(-c2ccncc2)o1,5.9,15.8
Clc1ccc(-c2nc(N3CCCCC3)nc3ccccc23)cc1,-26.8,27.9
Cc1c(C(=O)O)cccc1-c1ccc(C=O)o1,-5.1,8.6
O=C1CCc2cc(S(=O)(=O)N3CCN(C(=O)c4ccco4)CC3)ccc2N1,-13.8,9.7
Cc1cccc(-c2noc(-c3ccccc3C(=O)NCc3ccco3)n2)c1,-32.1,6.6
CCN(CC)CCn1c(=N)n(CCOc2ccccc2)c2ccccc21,-25.5,11.0
CCCCn1c(O)c(N=Nc2ccccc2O)c2ccccc21,21.6,4.7
CCOC(=O)Cn1c(=O)oc2cc(S(=O)(=O)N3CCN(C(=O)OCC)CC3)ccc21,-1.7,4.6
CCn1nc(NC(=O)COC)c2cc3cc(C)ccc3nc21,-16.1,-7.1
COc1ccc(C2CC(c3ccccc3)=NN2C(=O)COC(=O)C2CC2)cc1 (centres undefined),0.4,7.4
O=C(OCc1nc2ccccc2[n+]([O-])c1C(=O)c1ccccc1)c1cccs1,-17.6,28.3
COCCn1nnnc1C(c1ccc(O)c(OC)c1)N1CCc2ccccc2C1 (centres undefined),-16.9,6.8
CCc1c(C2(O)CCCCC2)[nH]c2ccc(C#N)cc12,-8.4,31.0
CCOc1ccc(N(CC(=O)Nc2cccnc2)S(=O)(=O)c2ccc(C)cc2)cc1,-21.8,27.9
CCc1c(C)nc(N)nc1Cl,-12.2,3.7
CCCc1ncc(CN2CCCC(C(=O)Nc3ccc(-c4cccc(OC)c4)cc3)C2)cn1 (centres undefined),-22.8,-0.2
CCCCNC(=O)c1ccc2c(c1)N(CC)C(=O)CS2,-13.4,1.1
N/C(=N\OC(=O)C1CCCCC1)c1cccc([N+](=O)[O-])c1,-19.9,6.1
CC1=C(C(=O)OCC2CCCO2)C(c2ccc(C)cc2)C2=C(CCCC2=O)N1 (centres undefined),-22.4,1.0
O=C(CSc1nn(-c2ccc(F)cc2)c(=S)s1)N1CCN(C(=O)c2ccco2)CC1,-20.3,10.2
Cc1ccc(CC2CC(=O)N(CCc3ccc4c(c3)OCO4)C2=O)cc1 (centres undefined),-24.3,19.3
O=C(Nc1ccc(N2CCOCC2)cc1)C1CCN(C(=O)OCc2ccccc2)CC1,-10.9,10.2
COCCCn1c(C)nnc1-c1cnn(-c2ccccc2)c1N,-17.2,9.6
C/C(=N\NC(=O)c1ccc(N/N=C(\C)c2ccc(O)cc2)cc1)c1ccc(O)cc1,-11.7,43.0
COC(=O)C1CN(S(=O)(=O)c2ccccc2)CCN1S(=O)(=O)c1ccccc1 (centres undefined),-20.0,11.2
CC(C)NC(=O)C(=O)c1cn(C)c2ccccc12,-5.9,8.4
CCn1cc(C(=O)O)c(=O)c2cnc(N3CCN(C(=S)NC(=O)c4ccc(Br)cc4)CC3)nc21,-8.6,6.0
O=C(CCNC(=O)c1ccccc1Cl)Nc1ccc(Cl)c(C(F)(F)F)c1,-15.2,19.6
N#C/C(=C\c1cccnc1)c1ccc(Br)cc1,-39.2,11.7
O=C(Nc1ccccc1)N1CCC(C(=O)N(Cc2ccco2)Cc2cccs2)CC1,-10.0,3.8
O=C(O)/C=C/C(=O)c1c(-c2ccccc2)[nH]c2ccccc12,-19.1,-3.5
CC(=O)Nc1ccc(CN2CCC(n3nccc3NC(=O)CCc3ccccc3)CC2)cc1,-8.4,7.7
COc1ccc(C23CC4CC(CC(C(=O)O)(C4)C2)C3)c(F)c1,-8.5,15.1
CCOc1ccccc1N(CC(=O)NC(C)(C)C)C(=O)c1ccc(CN2CCOCC2)o1,-5.0,18.5
CCOC(=O)C(NS(=O)(=O)c1ccc(C)cc1)(C(F)(F)F)P(=O)(OCC(C)C)OCC(C)C (centres undefined),-13.5,25.6
O=C(NC1CCS(=O)(=O)C1)c1ccccc1C(=O)c1ccccc1 (centres undefined),-0.5,10.0
CC(OC(=O)c1ccc([N+](=O)[O-])cc1)C(=O)NCC1CCCCC1 (centres undefined),-36.4,18.2
COCCC(=O)N1CCCC(C(=O)c2ccccc2SC)C1 (centres undefined),-14.4,13.9
C[C@H](CCC(=O)NCC(=O)O)[C@H]1CC[C@H]2C3[C@H](O)C[C@@H]4C[C@H](O)CC[C@]4(C)[C@H]3C[C@H](O)[C@]12C (some centres undefined),-7.6,7.3
CC1(C)CC(=O)C2=C(C1)NC(=S)C(C#N)C21CCCCC1 (centres undefined),-15.5,4.0
Cc1ccc(C(=O)/C=C/c2ccco2)c(O)c1,-38.9,13.6
CCOc1cccc(C(=O)Nc2ccc(N(CC)CC)cc2)c1,-12.9,23.8
CN(C)C1=NCCN1CC1CCCCCC1,-7.8,33.0
Cc1csc(NC(=O)CCC(=O)N(CC(=O)NC2CCCCC2)c2ccccc2)n1,-31.9,14.1
Cc1ccc(OCCN2CCCCCC2)c(C)c1,-15.4,10.0
CCOc1ccc(S(=O)(=O)N2CCCC(C(=O)N3CCOCC3)C2)cc1Cl (centres undefined),-13.6,30.4
CCOC(=O)N1CCN(C(=O)c2cn(CC)c3ccc(S(=O)(=O)N4CCCCC4)cc3c2=O)CC1,-7.8,-3.9
O=C(N/N=C/c1cccc(F)c1)c1ccc(Cl)cc1,-26.1,13.7
CC(C)CN(C(=O)COc1ccc2ccc(=O)oc2c1)C1CCS(=O)(=O)C1 (centres undefined),-12.8,19.8
CN(C)N(C)C(=O)C(O)(c1ccccc1)c1ccccc1,-7.6,10.4
CC(C)(O)C#Cc1ccc(CN2CCN(C3CCCCC3)C(CCO)C2)cc1 (centres undefined),-9.5,10.7
COc1ccc(NC2CCCN(Cc3cccc4cnccc34)C2)cc1OC (centres undefined),-29.3,23.1
Cc1c(Cl)cccc1NC(=O)C(=O)NNC(=O)c1ccccc1F,4.3,17.8
CCOC(=O)C1CCCCN1Cc1cn(C)nc1-c1ccccc1F (centres undefined),-8.3,4.1
S=C(NCc1ccco1)Nc1ccc(Oc2ccc(Cl)cc2)cc1,12.7,16.1
CN(C)/C=N/c1cc(=O)n(C)c(=O)n1CC1CC1,-5.8,25.5

# Continuation:
SMILES,OX1R antag-1,OX1R antag-2
O=C(NCCc1ccccc1)c1ccc2c(c1)OCCO2,-10.9,2.6
COc1ccc(Oc2cc(Cl)nc(N)n2)cc1,-16.8,4.8
CCc1nc(-c2ccccc2)cc(=O)[nH]1,-4.2,14.6
CN(C)c1ccc(/C=N/NC(=O)C(=O)/C=C2\NC3(CCCC3)Cc3ccccc32)cc1,-20.2,18.9
S=C(NCc1ccccn1)Nc1ccc(Cl)cc1,-4.7,6.2
NS(=O)(=O)c1ccc(N/N=C2/CCCCC2C2CCCCC2)c([N+](=O)[O-])c1 (centres undefined),-21.2,27.7
CCOC(=O)c1c(NC(=O)c2ccccc2Br)sc2c1CCc1ccccc1-2,-20.5,19.6
NC(=O)c1ccc(NC(=O)COC(=O)CCCN2C(=O)c3cccc4cccc(c34)C2=O)cc1,-22.8,30.3
Cc1ccc(C2N(C)c3ccccc3-c3nc4ccccc4n32)o1 (centres undefined),-37.3,26.4
Cc1nn(C)cc1C(C(=O)NC1CCCCC1)N(CCc1ccccc1)C(=O)c1cnccn1 (centres undefined),-21.2,20.9
COc1cccc(CC(=O)NC2CCCN(Cc3ccccc3F)C2)c1 (centres undefined),-24.4,9.1
Cc1ccc(S(=O)(=O)NC(CC(C)C)C(=O)N2CCOCCOCCOCC2)cc1 (centres undefined),-20.5,7.8
CC(C)(C)OC(=O)N1CCC(C(=O)NCC2CCCO2)CC1 (centres undefined),-4.7,-7.2
Cc1ccc(Cl)cc1NC(=O)COC(=O)c1ccc(COc2ccc3c(C)cc(=O)oc3c2)cc1,-21.7,2.8
COc1cc(OC)c(NC(=O)CCc2nc(-c3ccc(C)cc3)no2)cc1Cl,-18.4,-0.4

# Reprinted from above (19 entries):
SMILES,OX1R antag-1,OX1R antag-2
CN(C)N(C)C(=O)C(O)(c1ccccc1)c1ccccc1,-7.6,10.4
CC(C)(O)C#Cc1ccc(CN2CCN(C3CCCCC3)C(CCO)C2)cc1 (centres undefined),-9.5,10.7
COc1ccc(NC2CCCN(Cc3cccc4cnccc34)C2)cc1OC (centres undefined),-29.3,23.1
Cc1c(Cl)cccc1NC(=O)C(=O)NNC(=O)c1ccccc1F,4.3,17.8
CCOC(=O)C1CCCCN1Cc1cn(C)nc1-c1ccccc1F (centres undefined),-8.3,4.1
S=C(NCc1ccco1)Nc1ccc(Oc2ccc(Cl)cc2)cc1,12.7,16.1
CN(C)/C=N/c1cc(=O)n(C)c(=O)n1CC1CC1,-5.8,25.5
O=C(NCCc1ccccc1)c1ccc2c(c1)OCCO2,-10.9,2.6
COc1ccc(Oc2cc(Cl)nc(N)n2)cc1,-16.8,4.8
CCc1nc(-c2ccccc2)cc(=O)[nH]1,-4.2,14.6
CN(C)c1ccc(/C=N/NC(=O)C(=O)/C=C2\NC3(CCCC3)Cc3ccccc32)cc1,-20.2,18.9
S=C(NCc1ccccn1)Nc1ccc(Cl)cc1,-4.7,6.2
NS(=O)(=O)c1ccc(N/N=C2/CCCCC2C2CCCCC2)c([N+](=O)[O-])c1 (centres undefined),-21.2,27.7
CCOC(=O)c1c(NC(=O)c2ccccc2Br)sc2c1CCc1ccccc1-2,-20.5,19.6
NC(=O)c1ccc(NC(=O)COC(=O)CCCN2C(=O)c3cccc4cccc(c34)C2=O)cc1,-22.8,30.3
Cc1ccc(C2N(C)c3ccccc3-c3nc4ccccc4n32)o1 (centres undefined),-37.3,26.4
Cc1nn(C)cc1C(C(=O)NC1CCCCC1)N(CCc1ccccc1)C(=O)c1cnccn1 (centres undefined),-21.2,20.9
COc1cccc(CC(=O)NC2CCCN(Cc3ccccc3F)C2)c1 (centres undefined),-24.4,9.1
Cc1ccc(S(=O)(=O)NC(CC(C)C)C(=O)N2CCOCCOCCOCC2)cc1 (centres undefined),-20.5,7.8

# More structures follow:
SMILES,OX1R antag-1,OX1R antag-2
CCCOc1ccc(N2C(=O)CC(NCCNc3ccc([N+](=O)[O-])cn3)C2=O)cc1 (centres undefined),-18.9,8.5
CC(=O)c1ccc(S(=O)(=O)N2CCC(Oc3ccc(-n4cnnn4)cc3)CC2)cc1,-13.6,9.5
Cc1ccccc1OCC(=O)Nc1ccccc1C(=O)NC1CC1,-29.4,33.4
CCc1c(C)sc(NC(NC(C)=O)(C(=O)OC)C(F)(F)F)c1C#N (centres undefined),-8.1,6.2
Cn1nnnc1SCCNC(=O)C1CCC(=O)N(Cc2ccc(Cl)cc2)C1 (centres undefined),-11.3,17.1
Cc1ccc(Nc2nc3ccccc3c(=O)s2)cc1C,-27.7,7.8
CCn1cc(S(=O)(=O)CC(=O)Nc2ccc(C)cc2)c2ccccc21,-18.4,8.9
O=C(NCc1ccncc1)c1cccc(NS(=O)(=O)c2ccc(F)c(F)c2)c1,-25.9,4.4
NC(=O)Cc1ccc(C(=O)CSc2nnc(-c3ccncc3)n2C2CC2)s1,-7.7,13.6
CN(C)S(=O)(=O)c1cccc(NC(=O)c2ccc3c(c2)S(=O)(=O)N=C2CCCCCN23)c1,-13.2,-1.2
Cc1cccc(C(=O)N[C@H](C(=O)Nc2nccs2)C(C)C)c1,-19.5,13.8
CCCCCCCC(=O)OCC(COC(=O)CCCCCCC)OC(=O)CCCCCCC,-14.8,1.9
COc1cc(/C=N/NC(=O)c2cc(C34CC5CC(CC(C5)C3)C4)[nH]n2)ccc1O,-0.4,14.9
Cc1cc(O)c(/C=N/c2ccccn2)c(=O)o1,2.4,37.0
O=C(NCCCCCNC(=O)c1ccccn1)c1ccccn1,-28.2,13.8

# Arranged by molecular weight (falling): some entries from above
SMILES,OX1R antag-1,OX1R antag-2
CC(=O)c1ccc(S(=O)(=O)N2CCC(Oc3ccc(-n4cnnn4)cc3)CC2)cc1,-13.6,9.5
O=C(NCc1ccncc1)c1cccc(NS(=O)(=O)c2ccc(F)c(F)c2)c1,-25.9,4.4
Cc1cc(O)c(/C=N/c2ccccn2)c(=O)o1,2.4,37.0

# Next results follow:
SMILES,OX1R antag-1,OX1R antag-2
CCCCn1c(N)c(N(CC(C)C)C(=O)c2ccc(N(C)S(=O)(=O)c3ccc(C)cc3)cc2)c(=O)[nH]c1=O,-4.5,4.4
C/C(=N\NC=O)c1ccncc1,0.1,16.7
Cc1cc(C)nc(/N=c2/ssnc2Cl)c1,9.0,18.5
CC(C)CC(=O)NN1CCCCC1,8.4,12.7
Cn1c(=O)c2c(nc(CN3CCN(c4ccc(F)cc4)CC3)n2Cc2ccccc2F)n(C)c1=O,-8.9,7.2
COc1cc(/C=N/O)ccc1Oc1cnccn1,-8.2,11.8
CC[C@]12c3[nH]c4cc(-c5ccco5)ccc4c3CCN1C(=O)[C@@H](CC(=O)NCCc1ccccn1)C[C@@H]2C(=O)N1CCN(C(=O)c2ccco2)CC1,-7.2,18.5
N#Cc1c(-c2ccccc2)nc(SCc2cccc(C(F)(F)F)c2)[nH]c1=O,-1.1,14.7
CCOc1ccc(S(=O)(=O)N2CCCCC2)cc1NC(=O)c1c(CC)noc1C,-7.9,21.1
C=C(C)Cn1c(-c2ccc(OC)cc2)nc2ccccc21,-27.5,13.9
Cc1cnc(C(=O)NC2CCSc3ccccc32)cn1 (centres undefined),-20.5,20.0
CN1CCN(C(=O)c2cc(-c3ccco3)on2)CC1,1.1,5.4
